# DDE Tn6 FP inh – inhibitors of Tn6 peptide binding to fibrin DD(E), primary screen, biochemical, fluorescence polarization, human fibrin, Tn6 probe; Fibrinogen beta chain (Homo sapiens), P02675; Fibrin DD(E) TRITC-Tn6 fluorescence polarization displacement; inhibition, % at 8.3 µM; actives 0.21% (n = 370,000); AID 720509, 2013;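 active = inhibition above a per-campaign cutoff: mean of compounds within control limits plus 3 SD, cut at about 15% in these data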;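 also: 0% = median of all compound wells on the plate and 100% = blocking peptide control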
# KLK7 zymogen act – proKLK7 zymogen activators, primary screen, biochemical, fluorescence intensity. Kallikrein-7 (Homo sapiens), P49862. purified proKLK7, EDANS-DABCYL substrate fluorescence; 100% is mature enzyme control, 0% vehicle. activation, % at 7 µM. actives 0.9% (n = 370,000). AID 652039, 2013;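 active = activation above the mean of all tested compounds plus 3 SD, computed per campaign excluding outliers beyond control limits, cut at about 13% in these data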
# Target sequence (P49862 whole entry, looked up): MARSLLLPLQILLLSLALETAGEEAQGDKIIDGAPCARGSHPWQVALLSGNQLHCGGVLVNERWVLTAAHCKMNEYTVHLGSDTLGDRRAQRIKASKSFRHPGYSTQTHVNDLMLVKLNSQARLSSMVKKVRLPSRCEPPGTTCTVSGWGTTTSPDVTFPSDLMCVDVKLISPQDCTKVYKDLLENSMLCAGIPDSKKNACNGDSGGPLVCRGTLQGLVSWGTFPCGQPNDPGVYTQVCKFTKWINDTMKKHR
# TCR-CD3 inh – inhibitors of human TCR-CD3 interaction, primary screen, biochemical, fluorescence, TAMRA-labeled TCR probe; inhibition, % at 9.4 µM; actives 0.37% (n = 360,000); AID 651800, 2012; in the data active = inhibition above about 19%;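 also: recombinant mutant TCR 2C K166C tagged with TAMRA read by polarization; 0% = receptor in buffer alone and 100% = receptor with positive control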
# SIAE inh – human SIAE inhibitors, primary screen, biochemical, fluorescence polarization, FP-Rh probe, 1536-well HTS | inhibition, % at 9.66 µM | SIAE FP-Rh probe binding | actives 0.69% (n = 370,000) | Sialate O-acetylesterase (Homo sapiens), Q9HAT2;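 active = inhibition above a cutoff: mean of compounds within the control limits plus 3 SD of those, cut at about 17% in these data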;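 also: 0% = plate median of compound wells and 100% = probe without SIAE protein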
# MBD2 DNA inh – inhibitors of MBD2 binding to methylated DNA, primary screen, biochemical, TR-FRET, DNA-binding domain, human. Methyl-CpG-binding domain protein 2 (Homo sapiens), Q9UBB5. MBD2 binding to methylated oligonucleotide. inhibition, % at 4.4 µM. actives 0.31% (n = 370,000). AID 686964, 2013; in the data active = inhibition above about 13%
# LEDGF integ inh – blockers of LEDGF/p75-dependent integrase strand transfer – biochemical, TR-FRET, high throughput, primary screen; HIV-1 integrase (with human LEDGF/p75); TR-FRET IN-LEDGF/p75 DNA integration, Eu/Cy5; inhibition, % at 3.7 µM; actives 0.64% (n = 370,000); AID 743269, 2014;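 active = inhibition above the screen-wide mean plus 3 SD, cut at about 13% in these data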;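 also: signal is the Cy5 over europium emission ratio at 671 and 618 nm; 0% = plate median of compound wells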
# UHRF1 binding – UHRF1 methylated DNA binding inhibitors, primary screen, counter-screen for MBD2 inhibitor project, biochemical, TR-FRET, human UHRF1, single concentration. AID 687016, 2013. inhibition, % at 4.4 µM. actives 0.75% (n = 370,000). UHRF1 binding to methylated oligo; in the data active = inhibition above about 21%;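 also: UHRF1 SRA domain binding a hemimethylated CpG hairpin DNA probe; 0% = median of test compound wells and 100% = reference inhibitor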
# Target sequence (Q96T88 whole entry, looked up, the tested form may be a part): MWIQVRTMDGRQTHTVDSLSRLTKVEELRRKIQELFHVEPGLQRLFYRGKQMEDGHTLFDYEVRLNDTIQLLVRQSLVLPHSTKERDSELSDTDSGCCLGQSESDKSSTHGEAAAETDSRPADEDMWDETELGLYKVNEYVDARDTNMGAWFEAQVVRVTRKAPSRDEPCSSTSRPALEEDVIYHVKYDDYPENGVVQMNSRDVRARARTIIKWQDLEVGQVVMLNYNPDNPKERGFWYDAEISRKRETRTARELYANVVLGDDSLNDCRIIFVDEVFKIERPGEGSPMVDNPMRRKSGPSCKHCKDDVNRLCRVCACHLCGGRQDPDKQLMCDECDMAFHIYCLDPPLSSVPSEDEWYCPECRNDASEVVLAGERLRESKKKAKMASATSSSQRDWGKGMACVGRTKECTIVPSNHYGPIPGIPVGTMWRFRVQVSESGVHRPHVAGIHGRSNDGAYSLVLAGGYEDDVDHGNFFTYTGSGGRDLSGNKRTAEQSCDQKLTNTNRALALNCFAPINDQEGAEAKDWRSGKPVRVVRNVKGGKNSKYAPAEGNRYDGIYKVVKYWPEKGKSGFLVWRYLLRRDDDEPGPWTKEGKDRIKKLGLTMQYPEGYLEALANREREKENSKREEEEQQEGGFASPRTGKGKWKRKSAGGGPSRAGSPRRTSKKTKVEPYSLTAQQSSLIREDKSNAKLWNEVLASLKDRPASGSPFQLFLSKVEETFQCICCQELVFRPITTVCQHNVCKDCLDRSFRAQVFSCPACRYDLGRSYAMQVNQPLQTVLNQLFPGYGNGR
# Tn7 DDE FP – inhibitors of Tn7 peptide binding to fibrin DD(E), primary screen, biochemical, fluorescence polarization, human fibrin, Tn7 probe. Fibrinogen beta chain (Homo sapiens), P02675. FP displacement of FITC-Tn7 peptide from fibrin DD(E); 0% = median of compound wells per plate. inhibition, % at 8.3 µM. actives 0.13% (n = 370,000);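 active = inhibition above the mean of compounds falling within the control limits plus 3 SD of them, cut at about 14% in these data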;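 also: 0% = plate median of compound wells and 100% = 10 µM Aha-Tn7 peptide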
#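 assay system = human clot-derived fibrin DD(E) complex | quantity = Fibrin-DD(E) at 2 µM final | timing = 10 min preincubation, 3 h with tracer, room temperature | signal = fluorescence polarization | measure = percent inhibition | benchmarks = high control wells with 10 µM unlabelled Aha-Tn7 peptide (full inhibition) | replicates = singlicate testing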
# PRMT1 FP inh – PRMT1 methyltransferase inhibitors, primary screen, biochemical, fluorescence polarization; inhibition, % at 2.79 µM; actives 1.3% (n = 370,000); Protein arginine N-methyltransferase 1 (Homo sapiens), Q99873; recombinant PRMT1, activity-based probe fluorescence polarization;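 active = inhibition above about 21% made by adding two undisclosed values, limit read from the data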
# TDP2 inh – human TDP2 enzyme inhibitors, primary screen, biochemical, epi absorbance, recombinant enzyme | actives 0.34% (n = 370,000) | inhibition, % at 12.8 µM | AID 720702, 2013 | Tyrosyl-DNA phosphodiesterase 2 (Homo sapiens), O95551 | T5PNP hydrolysis, p-nitrophenol absorbance 415 nm;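 active = inhibition above the mean of all tested compounds plus 3 SD, set per campaign, cut at about 25% in these data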;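 also: 0% = DMSO with enzyme and 100% = buffer with substrate but no TDP2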
#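 Read-out basis: percent inhibition. System: recombinant human TDP2. Buffer or medium: Mg2+-containing Tris-HCl buffer, pH 7.5. Repeats: single replicate. Timing: reaction 2 h, 37 °C. Benchmarks: high control without enzyme, low control DMSO plus TDP2. Probe or stimulus: 5 mM T5PNP. Doses: 12.8 µM only. Measured by: epi absorbance of p-nitrophenol freed from T5PNP by hydrolysis.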
# The depositor's hits bear a star; · = no result given.
compound	DDE Tn6 FP inh	KLK7 zymogen act	TCR-CD3 inh	TDP2 inh	SIAE inh	LEDGF integ inh	PRMT1 FP inh	MBD2 DNA inh	UHRF1 binding	Tn7 DDE FP
CCCC[C@@H]1C=C(C(=O)O)[C@H](c2ccc(CC)cc2)N1S(=O)(=O)c1ccc(C)cc1	6	-0.4	5	-6	-2	1	0	0	1	-4
CC(=O)c1ccc(C(=O)Nc2ccc(N3CCOCC3)cc2)cc1	5	-0.3	4	-4	-2	1	-1	-3	3	-1
COC(=O)C(NS(C)(=O)=O)(c1c(C)[nH]c2ccccc12)C(F)(F)F (configuration not stated)	0	0.5	1	3	0	1	1	2	4	4
O=C(c1cccc(S(=O)(=O)N2CCCCC2)c1)N1CCN(Cc2ccccc2)CC1	-3	-0.2	4	-5	-6	5	-4	-2	0	-2
COc1ccc(NC(=O)C(C)NS(=O)(=O)c2ccccc2)cc1Cl (configuration not stated)	-2	-0.3	10	9	3	0	-1	8	6	3
CCCNC(=O)NC(=O)CSc1cccc(C(F)(F)F)c1	6	0.4	7	2	0	4	-2	-7	-1	4
COc1cccc(NC(=O)CSc2nnc(-c3ccoc3C)n2CC2CCCO2)c1 (configuration not stated)	8	-0.1	-4	-5	5	2	-2	4	12	1
Cc1ccc(C)c(S(=O)(=O)N2CC(=O)N(CCc3ccccc3)C(=O)C2)c1	-1	-0.3	-2	5	-1	1	0	-5	1	5
CCOC(=O)c1ccc(NC(=O)CN2CCN(C(=O)c3ccco3)CC2)cc1	-6	0.3	-9	-24	-3	-1	3	-4	4	-4
COc1cccc(CC(NC(C)=O)C(=O)NC2CCN(C(=O)c3ccncc3)CC2)c1OC (configuration not stated)	-3	0.2	-1	10	2	1	-3	-2	-4	-3
O=c1c2c(-c3ccccc3)csc2ncn1/N=C/c1c2ccccc2cc2ccccc12	-5	-4.2	-5	11	-18	1	2	0	-1	-5
O=C(NNC(=S)Nc1cccc2ccccc12)c1cccc(Br)c1	1	-2.6	2	-18	4	5	5	-1	-5	2
O=C(Nc1cc(Cl)ccc1-n1cncn1)c1cc(F)c(F)c(F)c1F	-3	0.3	1	-16	-1	0	-2	-3	-2	10
Cc1[nH]c2ccccc2c(=O)c1CNCc1ccccc1	-3	-0.6	-5	-2	8	0	2	0	-5	2
CCC1CCc2[nH]nc(C(=O)O)c2C1 (configuration not stated)	2	-0.6	5	-21	-6	7	-3	-1	-1	-1
CCOC(=O)c1nc(Nc2cc(Cl)ccc2OC)c2ccccc2n1	-5	-0.7	3	-22	-7	0	-6	-4	1	-3
COc1cccc(S(=O)(=O)Nc2ccc3c(c2)[C@@H]2C[C@@H](CC(=O)NCc4ccc(Cl)cc4)O[C@@H](CO)[C@@H]2O3)c1	0	0.1	-4	-1	13	-2	4	3	1	1
COC(=O)c1sccc1NC(=O)Nc1ccccc1F	8	-0.1	8	-4	-2	-1	-2	3	23*	2
COc1ccc(/C=C/C(=O)Nc2cc(S(=O)(=O)N3CCOCC3)ccc2OC)cc1	-3	-0.7	-5	-8	-14	-2	-1	0	3	-4
NC(=O)CSCc1ccc(Br)cc1	1	0.1	-1	1	1	1	1	4	1	-5
O=C(COC(=O)/C=C/c1ccccc1[N+](=O)[O-])NC1CC1	7	-0.6	6	1	-6	-1	-1	-5	0	-4
Nc1nonc1OCCc1ccccc1	0	-0.1	-3	-3	2	2	-3	3	1	1
Cc1cc(C)nc(NC(=O)CCCC(=O)O)c1	-1	0.1	0	4	10	-3	-1	-1	-2	-3
COc1ccc(CC(=O)N2CCCc3ccccc32)cc1	-4	0.8	4	9	5	-2	9	-4	0	1
COc1ccc(-c2cc(C(=O)NCC3CCCO3)c3ccccc3n2)c(OC)c1 (configuration not stated)	5	1.1	-1	-9	2	-5	5	-7	-2	4

# Single records (already shown):
# `Cc1ccc(C)c(S(=O)(=O)N2CC(=O)N(CCc3ccccc3)C(=O)C2)c1` reads DDE Tn6 FP inh = -1; KLK7 zymogen act = -0.3; TCR-CD3 inh = -2; TDP2 inh = 5; SIAE inh = -1; LEDGF integ inh = 1; PRMT1 FP inh = 0; MBD2 DNA inh = -5; UHRF1 binding = 1; Tn7 DDE FP = 5
# `COc1ccc(CC(=O)N2CCCc3ccccc32)cc1` reads DDE Tn6 FP inh = -4; KLK7 zymogen act = 0.8; TCR-CD3 inh = 4; TDP2 inh = 9; SIAE inh = 5; LEDGF integ inh = -2; PRMT1 FP inh = 9; MBD2 DNA inh = -4; UHRF1 binding = 0; Tn7 DDE FP = 1

# Further results.
compound	DDE Tn6 FP inh	KLK7 zymogen act	TCR-CD3 inh	TDP2 inh	SIAE inh	LEDGF integ inh	PRMT1 FP inh	MBD2 DNA inh	UHRF1 binding	Tn7 DDE FP
Cc1ccc(CSCC(=O)N(C)CC(=O)Nc2ccc(C)cc2)cc1	-1	0.0	0	-13	-2	-2	5	7	6	-1
Cc1cc(=O)oc(C)c1C(=O)NCC(C)C	2	0.1	1	10	-2	0	-1	-2	-2	-4
CCC(C)[C@@H](C(=O)N1CCNCC1)n1cc(CCCN=C(N)N)nn1 (some centres not stated)	-2	-0.2	-3	14	1	-3	2	4	-4	0
O=C(CCCC(=O)NC1CCCCC1)Nc1ccc([N+](=O)[O-])cc1	1	-0.3	13	4	-9	-3	-4	1	0	2
CCOC(=O)/C(C#N)=C/c1c(N2CCCCCC2)nc2ccccn2c1=O	-4	0.8	-8	-30	-9	4	-6	-6	1	5
CC(CCc1ccccc1)NC(=O)c1ccc(C(=O)NC(C)CCc2ccccc2)cc1 (configuration not stated)	-2	0.2	-4	1	-1	0	-1	3	3	-3
O=C(Nc1cccc(S(=O)(=O)N2CCOCC2)c1)c1ccc(N2CCCC2=O)cc1	8	-0.1	-4	-5	3	0	0	-5	-3	1
NC(=O)c1ccsc1NC(=O)CN1C(=O)NC2(CCCCC2)C1=O	2	-0.6	12	-19	-14	6	2	5	3	-4
CC(=O)OC1CC(C)(C)N(OC(=O)c2ccc(N)cc2)C(C)(C)C1	3	-0.4	8	-1	-7	-2	-1	-1	-2	-1
C=CCNC(=O)COC(=O)/C=C/c1cccs1	-5	0.7	-2	-1	-1	2	0	-2	0	-1
O=C(NCc1ccc2c(c1)OCO2)C1CCC(CNS(=O)(=O)c2cccc3nsnc23)CC1 (configuration not stated)	0	-0.2	1	-11	2	-3	4	-2	1	-4
O=C(c1ccco1)N1CCN(C(=O)c2ccccc2[N+](=O)[O-])CC1	0	-0.1	0	5	2	-1	0	-5	0	3
CCCCc1c(-c2ccc(Br)cc2)ncn1CCc1ccccc1OC	0	0.2	-5	-4	-4	-1	-1	-1	-1	-4
Cn1c(=O)c2c(SCC(=O)Nc3ccc4c(c3)OCCO4)nc(CC(C)(C)C)nc2n(C)c1=O	1	0.5	5	7	-5	2	0	-2	1	-1
Cc1cccc(N2CCN(S(=O)(=O)c3ccc4[nH]c(=O)ccc4c3)CC2)c1C	0	-1.1	-8	4	-3	1	3	-5	1	6
COc1c2ccoc2cc2oc(C)cc(=O)c12	-12	1.1	-3	-13	-2	4	-7	-6	-3	-1
O=S1(=O)c2ccc(Br)cc2N2CCC[C@@H]2CN1C1CC1	-7	-0.8	6	5	2	2	0	-1	-1	-3
COc1ccccc1NC(=O)CSc1nnc2ccc(-c3cccnc3)nn12	-6	-0.1	-2	12	-2	1	-1	0	-1	0
CCN1CCN(c2cc(C)c3cc(NC(=O)c4ccc(Br)o4)ccc3n2)CC1	0	-0.2	-4	3	-3	-4	1	-2	2	4
COc1ccc(C(=O)OCC(=O)Nc2cccc(C(C)=O)c2)cc1OC	0	-0.1	-4	-3	1	3	-3	-1	0	-3
CCC(C)[C@H](NC(=O)N1CCCC1)C(=O)OC (some centres not stated)	7	-0.1	7	13	3	0	-1	-2	-3	4
Cc1ccc2c(c1)c1c3n2CCN(C(=O)C2CC2)C3CCC1 (configuration not stated)	-1	1.6	-2	-10	12	3	1	-4	-3	-2
COc1ccc(-c2noc(C3CCCN(C(=O)N[C@@H]4C[C@H]4c4ccccc4)C3)n2)cc1 (some centres not stated)	-5	0.2	·	9	-3	2	-3	5	-1	5
CN(Cc1ccccn1)Cc1nc(COc2ccccc2)no1	1	-0.5	-1	-9	17	1	-2	0	1	-12
CN1C(=O)C2(OCCCO2)c2ccccc21	6	-0.2	4	5	-12	0	0	2	-1	1
COc1cc(-c2noc(CCCC(=O)NC3CCCCC3)n2)cc(OC)c1OC	7	0.2	2	9	-12	0	-1	6	-2	2
CN(CC(=O)NCc1ccncc1)S(=O)(=O)c1ccc(Br)cc1	-6	0.0	2	-1	-4	3	-4	2	0	0
CC1(C)Cc2ccccc2-c2nnc(SCC(=O)Nc3ccc4c(c3)OCO4)n21	0	0.5	5	-10	-2	-2	0	2	0	-6
CCc1nnc(NC(=O)C(C)N2C(=O)C3C4C=CC(C4)C3C2=O)s1 (configuration not stated)	-4	0.1	-9	-7	-5	-2	1	2	2	7
COc1ccc(CN(C)C(=O)c2ccc(NC(=O)CC3SC(N4CCCC4)=NC3=O)cc2)c(OC)c1OC (configuration not stated)	-2	-0.2	-8	-19	3	1	-6	-1	3	-2
C=CCOc1c(Cl)cc(CNc2ccc3[nH]c(=O)[nH]c3c2)cc1OC	9	-0.2	0	-6	5	-3	10	-8	-2	0
CCCCS(=O)(=O)N1CCN(S(=O)(=O)c2cccs2)CC1	-2	-0.4	2	10	10	-3	-2	-4	0	0
COc1ccccc1CC(=O)Nc1ccc([N+](=O)[O-])cc1O	-12	0.0	2	-7	3	2	3	-7	-2	2
CCc1nnc(SCC(=O)Nc2ccccc2)n1CC1CCCO1 (configuration not stated)	-2	0.2	2	-3	-4	-9	6	-6	-3	0
COc1cccc(C2C3=C(N=C4SCC(=O)N42)c2ccccc2CC3)c1OC (configuration not stated)	0	0.2	9	10	6	-1	14	4	2	2
